# TDP1 cell CPT = growth inhibition of DT40 Tdp1-/-;hTDP1 cells with camptothecin (screen for TDP1 inhibitors) | AID 686979 | chicken DT40 Tdp1-/-;hTDP1 cells + 20 nM CPT, ATP luminescence, 48 h | actives 12% (n = 420,000) | Potency, µM (highest dose often 46.2 µM), inactives show at the top dose activity change, negative = growth inhibition, most hits filed as inhibitors; further: nearly all actives have a fitted effect of over 55% in size
#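 Cell growth measured by CellTiter-Glo luminescence after a minimum 48 h, 37 C compound exposure with 20 nM CPT in Tdp1-knockout DT40 cells stably expressing hTDP1, seeded 400/well; qHTS titration format.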
# TDP1 block = blocks human tyrosyl-DNA phosphodiesterase 1 | actives 0.28% (n = 350,000) | recombinant TDP1, AlphaScreen DNA substrate cleavage | AID 485290 | Potency, µM (series often up to 130 µM), for inactives: at the top dose activity change, negative = inhibition, most hits filed as inhibitors; further: nearly all actives have a fitted effect of over 40% in size
# Target sequence (Q9NUW8 whole entry, looked up): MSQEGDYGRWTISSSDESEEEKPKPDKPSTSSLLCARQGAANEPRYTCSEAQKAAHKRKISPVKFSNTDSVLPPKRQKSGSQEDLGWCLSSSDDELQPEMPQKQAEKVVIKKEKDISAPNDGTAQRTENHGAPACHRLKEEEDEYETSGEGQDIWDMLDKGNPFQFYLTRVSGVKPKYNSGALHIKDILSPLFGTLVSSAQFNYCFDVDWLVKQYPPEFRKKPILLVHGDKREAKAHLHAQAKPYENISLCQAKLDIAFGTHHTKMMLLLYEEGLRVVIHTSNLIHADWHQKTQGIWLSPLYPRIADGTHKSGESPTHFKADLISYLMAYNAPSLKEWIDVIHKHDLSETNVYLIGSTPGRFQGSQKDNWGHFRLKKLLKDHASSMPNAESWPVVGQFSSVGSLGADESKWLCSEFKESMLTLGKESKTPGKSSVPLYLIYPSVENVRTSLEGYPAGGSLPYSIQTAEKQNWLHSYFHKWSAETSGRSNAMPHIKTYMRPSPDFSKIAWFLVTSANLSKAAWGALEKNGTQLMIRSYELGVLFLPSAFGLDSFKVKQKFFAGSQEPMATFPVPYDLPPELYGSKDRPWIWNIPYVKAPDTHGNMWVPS
#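 Steps: enzyme plus compound, 15 min RT; add biotin/phosphotyrosine-FITC oligonucleotide (15 nM final), react 5 min; add donor/acceptor beads (10 ug/ml final), 10 min; read AlphaScreen. Tdp1 at 1 nM final.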
# TDP1 cell noCPT = qHTS for Inhibitors of human tyrosyl-DNA phosphodiesterase 1 (TDP1): qHTS in cells in absence of CPT | DT40 Tdp1-/- hTDP1 cells, no CPT, ATP luminescence, 48 h | Potency, µM (top dose mostly 46.2 µM), inactives show at the highest dose activity change, negative = growth inhibition, usual class: inhibitors | actives 15% (n = 420,000); further: nearly all actives have a fitted effect of over 55% in size
#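 Seeded 400 DT40-hTDP1 cells/well (vehicle DMSO, no 20 nM CPT); pinned compounds; ≥48 hr at 37 °C; CellTiter-Glo luminescence as viability measure.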
# * marks the source's active call; other numbers are inactive results; ? = inconclusive; nt = no result given; & = joins results of further samples. The call rests on the fitted dose curve; in most records, active means well fitted curve in the direction sought with a large enough effect; inconclusive means small, poorly fitted or top-dose-only effect, or another doubt; inactive means no such curve, though single readings can be large; an effect the other way counts as inactive or inconclusive. On the % scale 0 is the no-effect control and ±100 the full control effect; potency means the concentration at half of the fitted maximal effect.
# Values run as follows: TDP1 cell CPT | TDP1 block | TDP1 cell noCPT
Cc1c(Cl)cccc1NC(=O)CNC(=O)c1ccco1
    5.2% | nt | -27.5%
COc1ccc(C(=O)Oc2cc3c4c(c2)C(C)=CC(C)(C)N4C(=O)C3=O)cc1OC
    4.61µM* | 5.7% | 3.26µM*
Cc1[nH]c2ccccc2c1C(=O)CSc1nccc(=O)[nH]1
    -10.4% | 1.2% | 11.3%
C/C(CC(=O)Nc1ccc2c(c1)OCCO2)=N\NC(=O)c1ccccc1F
    4.0% | 7.2% | -22.1%
Cc1ccc(-c2csc(N(CCO)CCCn3c(C(F)(F)F)nc4cc(C(F)(F)F)ccc43)n2)cc1
    ? | nt | ?
Cc1sc2ncnc(OCC(=O)NC(C)C)c2c1C
    6.4% | -1.9% | -1.5%
COc1ccc(CC(=O)N/N=C(\C)CC(=O)Nc2cccc(F)c2)cc1
    -1.1% | nt | -10.1%
CCCCCN(C(=O)CCC(=O)OCc1ccc(C(C)C)cc1)c1c(N)n(CCCC)c(=O)[nH]c1=O
    23.1µM* | -6.1% | 16.4µM*
COc1cccc(C(C)(O)c2nc(-c3cnn(C)c3)cs2)c1 (stereo not given)
    ? | nt | ?
O=C(NCC1CCCN(C(=O)NCc2ccccc2)C1)c1ccc2c(c1)OCO2 (stereo not given)
    5.2% | 5.1% | -2.6%
COc1ccc(-c2c(NC(=O)c3ccco3)oc3ccc(Cl)cc3c2=O)cc1
    -6.7% | 6.2% | -0.2%
CCc1nnc2c(N3CCN(c4cc(Cl)ccc4C)CC3)nc3ccccc3n12
    -4.6% | 0.0% | -13.4%
Fc1ccc(Cn2cc(C(=S)N3CCOCC3)c3ccccc32)cc1
    ? | nt | ?
CCOC(=O)[C@H]1[C@H]2COc3ccc(C)cc3[C@@H]2N2C(=O)c3cc(OC)c(OC)cc3NC(=O)[C@@]12C
    ? | 0.3% | ?
COCC(=O)N1CCC(Oc2ccc(C(=O)NCCc3ncccc3C)cc2)CC1
    -8.6% | 2.3% | 11.0%
Cc1ccc(NC(=O)N(CCC#N)Cc2ccccc2)cc1
    1.0% | 2.7% | -20.1%
COc1ccc2cnn(-c3ccc(C)cc3)c(=O)c2c1OC
    14.6µM* | 1.4% | 20.6µM*
Cc1cc(S(=O)(=O)N2CCCC(N(C)CCc3ccccn3)C2)c(C)cc1Cl (stereo not given)
    20.6µM* | 3.3% | 20.6µM*
C/C(=N/NC(=O)c1cc2ccccc2cc1O)c1ccco1
    25.9µM* | -0.5% | 13µM*
Cc1ccccc1CN1CCCOCCS1(=O)=O
    -2.3%&1.3% | nt | ?
COc1ccc(-n2c(SC)nc(O)c(Cc3ccccc3)c2=O)cc1
    -12.6% | 0.0% | -11.7%
CCC(=O)/C=C1/Sc2ccccc2N1CC
    ? | 2.5% | ?
COc1ccc2c(CNCCc3cccs3)c(C(=O)O)n(Cc3ccc(F)cc3Cl)c2c1
    8.2µM* | 10.3% | 6.51µM*
CC(=O)c1c(COC(=O)c2ccncc2)nc2ccccc2[n+]1[O-]
    29.6% | -5.8% | -26.5%
CC(CCc1ccccc1)NC(=O)c1ccccc1 (stereo not given)
    -9.5% | 0.0% | -22.4%
COc1cc(C2NC(=O)NC(C)=C2C(=O)OC2CCCC(C)C2)cc(Br)c1O (stereo not given)
    -20.0% | nt | -21.6%
CN(CC(=O)Nc1ccc(F)cc1)C(=O)COc1ccc(C(=O)c2ccccc2)cc1
    ? | 2.3% | 20.6µM*
CCc1cccc(NC(=O)CCc2c(C)nn(-c3ccc(N4CCCCC4)nn3)c2C)c1
    -24.6% | 8.4% | ?
CC(C)OC(=O)CSc1nnc(CNc2ccc(Cl)cc2)n1C
    -19.3% | -8.2% | -17.6%
Cc1ccc(CN(Cc2ccco2)C(=O)c2oc3cc(Br)ccc3c2C)cc1
    ? | 7.4% | ?

# 5 compounds from above, arranged by SMILES length, lowest first.
# Values run as follows: TDP1 cell CPT | TDP1 block | TDP1 cell noCPT
Cc1ccc(NC(=O)N(CCC#N)Cc2ccccc2)cc1
    1.0% | 2.7% | -20.1%
C/C(=N/NC(=O)c1cc2ccccc2cc1O)c1ccco1
    25.9µM* | -0.5% | 13µM*
COCC(=O)N1CCC(Oc2ccc(C(=O)NCCc3ncccc3C)cc2)CC1
    -8.6% | 2.3% | 11.0%
COc1cc(C2NC(=O)NC(C)=C2C(=O)OC2CCCC(C)C2)cc(Br)c1O (stereo not given)
    -20.0% | nt | -21.6%
CCOC(=O)[C@H]1[C@H]2COc3ccc(C)cc3[C@@H]2N2C(=O)c3cc(OC)c(OC)cc3NC(=O)[C@@]12C
    ? | 0.3% | ?

# The listing picks up, repeating the 2 entries before the break.
# Values run as follows: TDP1 cell CPT | TDP1 block | TDP1 cell noCPT
CC(C)OC(=O)CSc1nnc(CNc2ccc(Cl)cc2)n1C
    -19.3% | -8.2% | -17.6%
Cc1ccc(CN(Cc2ccco2)C(=O)c2oc3cc(Br)ccc3c2C)cc1
    ? | 7.4% | ?
COc1ccccc1S(=O)(=O)N(C)C[C@H]1OCc2cn(nn2)CCCC(=O)N([C@@H](C)CO)C[C@@H]1C
    8.6% | nt | 0.5%
Cc1ccc2cc(CCNC(=O)c3ccc(S(=O)(=O)N4CCOCC4)cc3)c(=O)[nH]c2c1C
    ? | 5.4% | ?
CCOc1cc(NC(=O)c2ccccc2[N+](=O)[O-])c(OCC)cc1NC(=O)CC(C)C
    -8.5% | 1.0% | -16.5%
Cn1nc(-c2ccc(C(=O)O)cc2)c2ccccc2c1=O
    -9.7% | 6.6% | 20.1%
Cn1cc([C@]2(O)C(=O)Nc3ccccc32)c2ccccc21
    3.6% | nt | 8.8%
Cn1c(=O)c([N+](=O)[O-])c(-n2cnc3ccccc32)c2ccccc21
    ? | nt | 20.6µM*
COc1ccc(CCn2c(=N)c(C(=O)NCCN3CCOCC3)cc3c(=O)n4ccccc4nc32)cc1OC
    ? | 2.0% | -17.0%
O=C(CCOc1ccccc1F)N1CCN(c2ccccc2O)CC1
    ? | 2.6% | 16.4µM*
Brc1ccc(COn2ccnc2)cc1
    -8.3% | 0.0% | -0.4%
C/C(=N\OC(=O)C1CC1)C1CC1c1ccc(F)cc1 (stereo not given)
    -2.6% | 5.9% | -3.8%
CC(C)(C)c1csc(NC(=O)c2ccncc2)n1
    ? | 8.1% | 20.6µM*
Cc1ccc(Cn2c(CCNc3nc(-c4ccc(Cl)c([N+](=O)[O-])c4)cs3)nc3cc(Cl)c(Cl)cc32)cc1
    ? | nt | ?
COCCCNc1ccn2nc(-c3ccc(Cl)cc3)cc2n1
    ? | nt | ?
Cc1nn(C(C)C(=O)NCCCN2CCCCCC2)c(=O)c2cc3sccc3n12 (stereo not given)
    ? | 1.3% | 16.5%
Cc1cc(C)nc(SCCn2c(N(C)Cc3ccccc3)nc3c2c(=O)n(C)c(=O)n3C)n1
    ? | 1.0% | ?
CC1(C)Cc2c(c(N3CCOCC3)nc3snc(N)c23)CO1
    2.82µM* | 3.2% | 2.51µM*
Cc1cc(=O)[nH]c(N/N=C/c2ccco2)n1
    -8.0% | 3.6% | -23.5%
COc1ccc(S(=O)(=O)Nc2ccc3c(c2)C(=O)N([C@H](C)CO)C[C@H](C)[C@@H](CN(C)Cc2ccncc2)OCCCC[C@@H](C)O3)cc1
    -63.3% | nt | ?
O=C(N/N=C/c1ccccc1Cl)c1ccncc1
    0.2% | 1.6% | -13.2%
Cc1ccc(CCC(=O)Nc2cc(Cl)ccc2Cl)o1
    -9.5% | nt | -10.1%
O=C(Nc1cccnc1)c1ccc(Cl)c(S(=O)(=O)N2CCCCCC2)c1
    ? | 5.7% | ?
Cc1cc(=O)oc2cc3oc(=O)cc(C)c3cc12
    4.1% | nt | -27.4%
CN(C)c1cccc(CNC(=O)c2csc([C@H]3C[C@H](O)[C@@H](CO)O3)n2)c1
    -1.2% | nt | 5.4%
CCOc1ccc(NC(=O)CN(C)C(=O)c2cccc3ccccc23)cc1OCC
    -1.5% | -0.5% | ?
CCN(CC)CCNc1nc2c(c(=O)[nH]c(=O)n2C)n1CCCc1ccccc1
    -7.3% | 1.9% | 6.4%
CC(C)=C(NC(=O)c1ccccc1)C(=O)N/N=C(\C)c1ccccc1O
    ? | 0.0% | ?
CN1CCC(OC(=O)c2ccc(Br)cc2)CC1
    -5.9% | nt | -17.6%
COc1ccc(OC)c(-c2nn(-c3ccccc3)cc2C(=O)NCC(c2cccs2)N2CCOCC2)c1 (stereo not given)
    ? | 5.9% | ?
COc1ccc(C(=O)n2c(N)nc3ccccc32)cc1OC
    ? | nt | ?
CCC(C)C(=O)OC1CCC=C2C=CC(C)C(CCC3CC(O)CC(=O)O3)C21 (stereo not given)
    ? | nt | 23.1µM*

# Carrying on:
# Values run as follows: TDP1 cell CPT | TDP1 block | TDP1 cell noCPT
COC(=O)c1ccc(CNC(=O)c2ccc3c(c2)OCCO3)cc1
    -22.9% | 4.4% | -10.1%
CCOC(=O)C1CCCN(CCC(=O)Nc2ccc(Br)c(C)c2)C1 (stereo not given)
    ? | nt | ?
O=C(NCC1CCCO1)c1ccccc1NC(=O)c1cccc2ccccc12 (stereo not given)
    ? | 1.0% | ?
COc1cccc(-c2ncc3ccccn23)c1
    -4.3% | 6.7% | ?
CCC(=O)N1Cc2cc(C(=O)N(C)C)nc(-c3cccc(-c4cncnc4)c3)c2[C@@H]1CCO
    0.4% | nt | -5.2%
CNS(=O)(=O)c1cccc(C(=O)OCC(=O)c2ccc3c(c2)OCCO3)c1
    -10.1% | 0.0% | -14.7%
O=C(Cc1ccccc1Cl)c1ccccc1
    0.2% | nt | -16.3%
CCN(C(=O)COC(=O)C1CCC(C(C)(C)C)CC1)c1c(N)n(Cc2ccccc2)c(=O)[nH]c1=O (stereo not given)
    20.6µM* | nt | 16.4µM*
NC(=O)C1CCN(C(=O)CSc2nc3ccccc3[nH]2)CC1
    2.6% | -0.9% | -9.7%
CCN(Cc1ccccc1)S(=O)(=O)c1cc(C(=O)OC)n(C)c1
    ? | nt | ?
CC(C)(C)S(=O)N1Cc2ccc(CO)cc2[C@@H]1CCO (stereo not given in full)
    ? | nt | -3.6%
CNC(=O)C1CCC(Cn2c(=O)c3sccc3n(Cc3ccc(F)cc3)c2=O)CC1 (stereo not given)
    8.2µM* | 5.8% | 8.2µM*
Cc1ccc(COC(=O)Cc2coc3cc(O)ccc23)cc1
    ? | -7.0% | 0.2%
CN(CCc1cn[nH]c1)Cc1nc(Cc2ccccc2)no1
    14.2% | -2.8% | 9.2%
CCC(=O)C1CCCN(C(=O)c2cccc(OC3CCN(S(C)(=O)=O)CC3)c2)C1 (stereo not given)
    -26.2% | nt | -7.5%
COc1ccc(S(=O)(=O)N2CCCN(S(=O)(=O)c3ccc(OC)cc3C)CC2)c(C)c1
    23.1µM* | 3.2% | ?
Cc1ccc(/C=C/c2onc(C)c2S(=O)(=O)N2CCC(C(=O)N3CCCCC3)CC2)cc1
    ? | nt | ?
Cc1cc(Sc2ccc([N+](=O)[O-])cn2)ccc1Br
    -39.5% | nt | ?
O=C(CN1C(=O)/C(=C/c2cccc(Br)c2)SC1=S)N1CCCC1
    3.26µM* | 2.7% | 9.2µM*
O=C(Nc1ccccc1)c1ccc[n+](Cc2ccc([N+](=O)[O-])cc2)c1
    0.1% | -5.4% | 1.6%
COc1cc(C2c3c(-c4c(C)cc(C)cc4O)n[nH]c3C(=O)N2Cc2ccco2)cc(OC)c1OC (stereo not given)
    -29.6% | 9.3% | -26.6%
CC(C)(CNC(=O)c1ccc(S(=O)(=O)Nc2ccccc2F)cc1)N1CCOCC1
    0.7% | -7.0% | -4.8%
CC(C)CN(C(=O)CSc1nnnn1-c1ccccc1)c1c(N)n(CC(C)C)c(=O)[nH]c1=O
    -11.9% | -2.6% | -9.1%
CN1CCN(C(=O)c2cc(Cl)cc(Cl)c2)CC1
    10.0% | nt | -6.2%
CCN(CC)C(=O)Oc1ccc2oc(=O)cc(-c3cc4cccc(OC)c4o3)c2c1
    ? | 1.0% | -27.3%
COc1cc(C(O)c2nc(-c3cccs3)cs2)ccc1F (stereo not given)
    ? | nt | ?
Cc1occc1-c1nnc(SCC(N)=O)o1
    8.5% | -2.5% | -7.8%
CCC(C)(O)C(=O)N[C@H]1CCCN1C(=O)/C=C/c1ccccc1 (stereo not given in full)
    -8.2% | -3.5% | -5.6%
CSc1ncccc1C(=O)OCC(=O)N(C)C
    -2.1% | -5.1% | -12.0%
CC1=C(C(=O)Nc2ccccc2)C(c2cc(Br)ccc2F)n2ncc(C(=O)Nc3ccccc3)c2N1 (stereo not given)
    ? | 5.3% | ?
NS(=O)(=O)c1cccc(NC(=O)CSc2nc3nc(-c4cccs4)cc(C(F)(F)F)c3c(=O)[nH]2)c1
    -9.7% | 3.7% | 22.8%

# Bioassay records (PubChem)
